FLuc inhib CS = Photinus pyralis luciferase inhibition counter-screen | P08659 | hit rate 1.5% among 200,000 | inhibition, % at 10 µM | AID 1006 | ATPLite firefly luciferase biochemical luminescence, 10 min;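 active = inhibition above about 50% when tested at 10 µM, limit read from the data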
Target sequence (P08659 whole entry, looked up): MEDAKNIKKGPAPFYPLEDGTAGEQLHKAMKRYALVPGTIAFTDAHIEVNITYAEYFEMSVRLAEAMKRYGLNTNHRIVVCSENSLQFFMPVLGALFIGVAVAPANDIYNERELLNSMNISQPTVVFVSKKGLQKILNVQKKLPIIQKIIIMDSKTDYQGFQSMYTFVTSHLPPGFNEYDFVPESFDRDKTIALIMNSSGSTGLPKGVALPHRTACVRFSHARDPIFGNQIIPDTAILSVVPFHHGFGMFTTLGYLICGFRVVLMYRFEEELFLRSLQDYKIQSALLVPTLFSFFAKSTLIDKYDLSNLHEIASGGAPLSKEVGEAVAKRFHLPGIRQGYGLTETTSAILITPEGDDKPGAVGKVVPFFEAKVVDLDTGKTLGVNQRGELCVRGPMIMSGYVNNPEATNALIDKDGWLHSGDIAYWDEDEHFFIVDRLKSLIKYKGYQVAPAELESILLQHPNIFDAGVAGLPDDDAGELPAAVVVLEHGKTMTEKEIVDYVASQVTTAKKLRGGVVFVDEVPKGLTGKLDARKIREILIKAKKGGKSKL
Hsp70 activator = Hsp70 transcriptional activation, primary screen; AID 1203; hit rate 0.04% among 200,000; HeLa Hsp70 promoter luciferase reporter, luminescence; scaled: vehicle 0, proteasome-inhibitor control 100%; activation, % at 10 µM;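 active = activation above the mean across all tested compounds plus 3 SD, cutoff set per campaign, cut at about 5.5% in these data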;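 note: 100% = MG132 at 30 µM as the positive control and 0% = DMSO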
STAT1 activator = STAT1 signaling activation; NIH 3T3 STAT1-luciferase reporter, IFN-gamma, luminescence; 100% = IFN-gamma alone, no compound; activation (% of control), % at 5.5 µM; hit rate 2.6% among 200,000; AID 932;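 active = activation above the screen-wide mean activation plus 3 SD, cut at about 130% in these data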;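 note: raw ratio to IFN-gamma control signal so 100% means no change and 0% no light; values of inactives mirror those of a sister screen read the other way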
APP 5UTR inh = APP translation inhibition; SH-SY5Y APP 5'UTR-luciferase reporter, luminescence; inhibition, % at 2 µM; hit rate 0.82% among 190,000;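 active = inhibition above a set limit, derived from the sample mean plus 3 SD, cut at about 45% in these data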; note: values of inactives mirror those of a sister screen read the other way
DTT redox prof = compounds producing H2O2 with reducing agent – biochemical, NIH compound library profiling, artefact control for MLSCN library redox annotation, primary screen; DTT-dependent redox cycling H2O2, phenol red/HRP absorbance; 100% = 100 µM peroxide control, 0% = buffer; activation, % at 10 µM; hit rate 0.03% among 200,000; AID 878;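 active = activation of at least 50% relative to the plate's high and low controls in the primary single-dose screen; inactive = activation below 50%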;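 note: compound incubated with DTT at 0.8 mM final as the reducing agent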
NF-kB expr up = compounds increasing NF-kB expression in human neuronal cells. hit rate 1.6% among 190,000. NF-kB reporter expression; hits give high values. fold change at 12.5 µM; in the data active = fold change above about 3.3
APP 5'UTR act = APP 5'UTR luciferase reporter activation. hit rate 1% among 190,000. activation, % at 2 µM. SH-SY5Y APP 5'UTR luciferase reporter, luminescence; zero percent = DMSO vehicle wells. AID 1276;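 active = activation above a set limit, based on mean plus 3 SD of controls, cut at about 140% in these data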; note: values of inactives mirror those of a sister screen read the other way
G6PDH counter = counter-screen for G6PDH assay hits: L. mesenteroides G6PDH inhibition | Purified L. mesenteroides G6PDH, diaphorase/resazurin coupled fluorescence, 45 min | inhibition, % at 5 µM | hit rate 0.12% among 200,000 | AID 1020; in the data active = inhibition above about 50%
FLuc stim CS = firefly luciferase counter-screen for stimulation assays. P08659. 200,000 tested, under 10 active. activation factor at 10 µM. ATPlite luciferase biochemical, luminescence, 10 min; 0 = ATP-free wells, 1 = DMSO control. AID 1027;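 active = luciferase activation factor, scaled between plate controls, of at least 2 with compound at 10 µM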
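assay system = Luciferase/luciferin detection reagent, cell-free biochemical luciferase assay | also added = ATP substrate | times = 10 min post-reagent at room temperature | measured by = luminescence from luciferase reaction | measure = luciferase activation, seen as luminescence increase over controls | benchmarks = low control with PBS replacing ATP, high control enzyme plus ATP without compound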
Efa HMGR inh = E. faecalis class II HMG-CoA reductase inhibition; purified E. faecalis HMGR, NADPH absorbance 340 nm kinetic; inhibition, % at 10 µM; hit rate 0.41% among 190,000; AID 1066;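 active = inhibition above a set limit, the median over all tested compounds plus 3 SD, cut at about 9.5% in these data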;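 note: enzyme runs in reverse so mevalonate oxidation gives rising NADPH absorbance; 0% = complete reaction with DMSO and 100% = background rate lacking mevalonate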
Starred values were filed as active, the others as inactive; x = not tested or not shown.

SMILES	FLuc inhib CS	Hsp70 activator	STAT1 activator	APP 5UTR inh	DTT redox prof	NF-kB expr up	APP 5'UTR act	G6PDH counter	FLuc stim CS	Efa HMGR inh
CCOC(=O)c1cc2cc3ccccc3cc2[nH]1	6	0.0	136*	-118	2.5	3.4*	118	4	0.9	-6
Cc1ccccc1C(=O)NCc1nnc(SCC(=O)N2c3ccccc3Sc3ccccc32)n1C	-3	-0.4	106	-15	4.0	0.84	15	6	1	0
COc1cnc(SCc2ccc(Cl)cc2)nc1Cl	-7	0.1	121	x	1.3	1.1	x	14	1.1	-6
Cc1ccc(C(c2nnnn2CS(=O)(=O)c2ccc(C)cc2)N2CCC(C)CC2)cc1 (configuration not stated)	-9	-0.2	95	0	-3.6	0.83	0	-9	1.1	-8
CCOC(=O)N1CCC(NC(=O)C(CC(C)C)NC(=O)C2CCC(C)CC2)CC1 (configuration not stated)	-3	-0.3	93	-12	0.2	0.89	12	2	1	0
COC(=O)CSc1cc(C)nc(NC(C)=O)n1	-8	0.2	101	7	2.9	1.2	-7	-21	1.1	1
CCOC(=O)C1=C(C)NC(=O)CC1c1cc2c(cc1Br)OCO2 (configuration not stated)	-7	-0.1	100	14	-0.7	0.97	-15	0	1.1	-7
COc1cccc(/C(C)=N/NC(=O)Cc2c(C)[nH][nH]c2=O)c1	-1	-0.4	101	-14	-0.3	0.9	14	3	1	-2
CC1(C)NC(=O)N(CC(O)COc2cc3ccccc3cc2C(=O)N2CCCCC2)C1=O (configuration not stated)	-7	-0.4	111	-19	-0.5	1.2	19	-5	1.1	0
COc1ccc(S(=O)(=O)N2CCCC(C(=O)Nc3cccc(C(C)=O)c3)C2)cc1 (configuration not stated)	-4	-0.3	90	0	0.6	0.64	0	6	1	-3
COc1cccc(C2CC(c3c(-c4ccccc4)c4cc(Cl)ccc4[nH]c3=O)=NN2S(C)(=O)=O)c1OC (configuration not stated)	-8	0.0	101	-18	0.5	0.46	17	9	1.1	-3
COc1ccc(CCC(=O)OCC(=O)c2ccc(C)cc2)cc1	-3	-0.2	104	-25	-0.5	1.4	25	5	1	0
CCc1ccc(OCC(O)CNC(C)(C)C)cc1 (configuration not stated)	-8	-0.2	103	4	0.1	0.98	-4	8	1.1	-10
O=C(NCc1cccc(Cl)c1)c1ccc2c(c1)OCO2	-2	0.0	94	-7	-0.8	1.4	7	-3	1	1
COC(=O)C1=C(C)NC(=O)NC1c1ccc([N+](=O)[O-])o1 (configuration not stated)	-4	-0.2	92	-1	-0.6	1.3	1	5	1	0
CCOC(=O)c1c(NC(=O)CN(C)C)sc(C(=O)N(CC)CC)c1C	-8	-0.3	103	3	2.3	0.93	-3	4	1.1	-5
Cc1noc(C)c1CSc1nnc(-c2ccccc2F)n1CCc1ccccc1	-5	-0.3	98	-3	0.0	1.1	3	5	1	-8
Cc1cc(C)n(CC(=O)n2c3c(c4ccccc42)CCCC3)n1	-3	0.1	96	11	0.2	1	-11	10	1	-3
CC(=O)c1c(C)[nH]c(C(=O)OCC(=O)Nc2cccc(S(=O)(=O)N3CCCC3)c2)c1C	-6	-0.4	79	6	0.4	0.55	-6	-4	1.1	-10
Cc1cccc(C)c1NC(=O)COC(=O)COc1ccc2c(C)cc(=O)oc2c1	1	-0.2	106	8	-0.1	1.1	-8	2	1	0
COc1ccccc1-c1cc(C(F)(F)F)nc(S(=O)(=O)CCCC(=O)N2CCCCC2C)n1 (configuration not stated)	-4	-0.2	78	23	-1.1	1	-23	4	1	-4
O=C(NC1CCCC1)C(c1ccncc1)N(Cc1ccccc1)C(=O)Cc1cccs1 (configuration not stated)	0	-0.1	93	0	0.1	0.9	0	13	1	1
Nc1ccccc1C(=O)NCc1ccc(Cl)cc1	-4	-0.6	94	-5	0.2	1.4	5	10	1	-5
CCc1ccc(OCC(=O)N(C)CCC#N)c(Br)c1	-9	0.1	100	-18	0.4	1.8	x	-10	1.1	0
COc1ccccc1NC(=S)Nc1cccc(F)c1	-4	-0.3	102	x	0.9	1.2	x	12	1	-7

Given with values under each structure: part of the list above.
Results follow in this order: FLuc inhib CS	Hsp70 activator	STAT1 activator	APP 5UTR inh	DTT redox prof	NF-kB expr up	APP 5'UTR act	G6PDH counter	FLuc stim CS	Efa HMGR inh
> CC(=O)c1c(C)[nH]c(C(=O)OCC(=O)Nc2cccc(S(=O)(=O)N3CCCC3)c2)c1C
 : -6	-0.4	79	6	0.4	0.55	-6	-4	1.1	-10
> CCc1ccc(OCC(=O)N(C)CCC#N)c(Br)c1
 : -9	0.1	100	-18	0.4	1.8	x	-10	1.1	0
> COC(=O)C1=C(C)NC(=O)NC1c1ccc([N+](=O)[O-])o1 (configuration not stated)
 : -4	-0.2	92	-1	-0.6	1.3	1	5	1	0
> CC1(C)NC(=O)N(CC(O)COc2cc3ccccc3cc2C(=O)N2CCCCC2)C1=O (configuration not stated)
 : -7	-0.4	111	-19	-0.5	1.2	19	-5	1.1	0

The list goes on.
SMILES	FLuc inhib CS	Hsp70 activator	STAT1 activator	APP 5UTR inh	DTT redox prof	NF-kB expr up	APP 5'UTR act	G6PDH counter	FLuc stim CS	Efa HMGR inh
CCOc1ccccc1N1CCN(C(=O)c2cccc(-c3ccc(O)cc3)c2)CC1	-4	-0.3	99	-19	-0.8	0.72	19	12	1	-7
Cc1ccccc1NC(=O)c1cccc(NC(=O)CCC(=O)O)c1	-7	-0.2	93	15	-0.7	1.1	-15	8	1.1	5
O=C(CCC(=O)Nc1ccccc1)NNC(=O)c1cccs1	-6	-0.5	97	-13	-5.0	1	13	2	1.1	-1
O=S(=O)(c1ccccc1Cl)N1CCC(O)(c2cccnc2)CC1	-3	-0.2	106	-6	-0.4	1.2	6	7	1	-5
Cc1ccc(F)c(NC(=O)CCc2ccccc2)c1	-6	0.0	115	-30	0.6	1.6	30	8	1.1	-3
N=c1c2c(-c3ccccc3)c(-c3ccccc3)n(Cc3ccccc3)c2ncn1CCCn1ccnc1	-2	-0.3	99	83*	2.3	1	-83	-2	1	-5
COc1ccccc1NS(=O)(=O)c1cc(NC(=O)c2ccc3c(c2)OCCO3)ccc1C	-1	-0.6	103	8	0.0	0.5	-8	-7	1	-6
COC(=O)CSc1ccc2nnc(-c3ccc(OC)c(OC)c3)n2n1	-4	-0.2	105	22	0.1	0.85	-22	-18	1	-2
CCOC(=O)c1c(NC(=O)C2C3C=CC(CC3)C2C(=O)O)sc(C)c1CC (configuration not stated)	-7	-0.3	97	-6	-0.2	1	6	17	1.1	2
COc1ccc([N+](=O)[O-])cc1NC(=O)CSc1ccc2ccccc2c1	-3	-0.3	92	-16	2.2	0.96	16	12	1	-2
O=C(Cn1cnc2c(cnn2-c2ccccc2)c1=O)NCCc1ccccc1	-4	-0.6	94	1	3.0	1.1	-1	1	1	-2
CCOC(=O)c1sc(NC(=O)c2ccc(C)o2)nc1C	69*	0.2	123	-85	-0.8	3.2	85	3	0.3	-3
Cc1nnc(N(C)C(=O)c2cnccn2)s1	-7	-0.5	106	-1	-1.7	0.98	1	7	1.1	-6
Cc1ccc(-c2nnc(Oc3cccc(C)c3)c3ccccc23)cc1	-2	-0.6	100	16	0.5	1.1	-16	-10	1	-2
O=C(NCCN1Cc2ccccc2C1=O)c1cccs1	-4	0.1	113	-26	3.5	1.4	26	2	1	1
Cc1ccc(S(=O)(=O)n2ccc(OC(=O)c3cccs3)n2)cc1	-7	-0.3	106	17	0.0	1.2	-17	6	1.1	-5
CC(C)Nc1cc(N2CCCC2)ccc1[N+](=O)[O-]	-3	-0.1	89	-9	-7.2	1.1	9	7	1	-7
CCc1cccc2c1NC(=O)C21N2CCCC2C(C(=O)c2ccc3ccccc3c2)C12C(=O)Nc1ccccc12 (configuration not stated)	-5	-0.1	99	-14	0.4	1.2	14	-3	1.1	-8
O=C(N/N=C/c1cccc(O)c1)NC1CCCCC1	0	0.1	101	-14	-2.3	1.2	14	3	1	-10
COc1ccc(-n2c(SCC(=O)O)nc3sc4c(c3c2=O)CCC4)cc1	-4	-0.4	98	-1	-0.8	1.3	1	12	1	1
CC(C)CNC(=O)NC1C(NC(=O)NCC(C)C)N(C)C(=O)N1C (configuration not stated)	0	0.0	92	2	1.5	0.95	-2	5	1	-3
C[n+]1cccc(CNC(=O)/C=N/O)c1	-3	-0.1	99	4	0.8	1.1	-4	4	1	5
O=C(Cc1ccccc1)NCC1OCCc2ccccc21 (configuration not stated)	-7	-0.2	92	22	1.0	1.2	-22	12	1.1	-2
O=C1CCc2cc(S(=O)(=O)N3CCC(C(=O)NCc4ccccn4)CC3)ccc2N1	-2	0.7	108	-21	-1.2	1.2	21	-8	1	-3
COc1cccc(C2C(C#N)=C(N)Oc3cc(C)n(Cc4ccco4)c(=O)c32)c1 (configuration not stated)	-8	-0.1	107	-8	-0.3	0.72	8	2	1.1	0

(more compounds)
SMILES	FLuc inhib CS	Hsp70 activator	STAT1 activator	APP 5UTR inh	DTT redox prof	NF-kB expr up	APP 5'UTR act	G6PDH counter	FLuc stim CS	Efa HMGR inh
CCOC(=O)N1CCN(C(=O)C2CCC(C(=O)N3CCN(C(=O)OCC)CC3)CC2)CC1 (configuration not stated)	x	-0.2	96	-14	0.6	x	14	x	x	x
CO/N=C/c1ccc(N2CCOCC2)c([N+](=O)[O-])c1	14	0.0	107	2	-0.3	1.5	-2	2	0.9	-1
CNC(=O)CSc1nnc(-c2cnccn2)n1C	-9	0.1	103	8	-0.6	1.1	-8	17	1.1	-2
CN1CCN(S(=O)(=O)c2ccc(N3CCc4ccccc4C3)nc2)CC1	0	0.0	105	14	-1.6	1	-14	15	1	-1
CN(C)CCSc1nc(N)c2c3c(sc2n1)CN(C)CC3	-8	-0.1	99	-24	-1.6	0.84	24	7	1.1	3
COC(=O)c1[nH]c2ccc(F)cc2c1NC(=O)Nc1ccc(OC)cc1	-5	-0.1	108	7	1.7	1.1	-7	1	1	-2
COc1cccc(OC)c1OCC(C)CNCC1CCCO1 (configuration not stated)	-6	-0.2	96	11	1.1	0.96	-11	7	1.1	2
O=C(CNS(=O)(=O)c1cccs1)N1CCN(c2ccccn2)CC1	-7	-0.4	107	-4	1.9	0.94	4	-4	1.1	-9
COC(=O)c1sccc1NC(=O)c1cccnc1	2	-0.3	102	-10	0.6	1.1	10	5	1	-5
Cc1cc2c(c(=O)n1C1CC1)C(c1cccc(Cl)c1)C(C#N)=C(N)O2 (configuration not stated)	-6	-0.3	97	-9	-0.3	1.1	9	12	1.1	4
CN1CCCN(Cc2nc(-c3cccc(C(F)(F)F)c3)no2)CC1	-8	0.0	112	1	-1.7	1.2	-1	13	1.1	-1
COC(=O)C1C2C=CC(C3CC23)C1C(=O)OCC(=O)c1ccc(OC)cc1 (configuration not stated)	-1	0.2	96	4	0.1	1.2	-4	29	1	-3
O=C(CCS(=O)(=O)c1ccc(Br)s1)N1CCc2ccccc21	3	-0.1	97	8	-1.3	1.2	-8	-2	1	-6
Cc1cc(N(C)C)c(C#N)c(N2CCOCC2)n1	-4	-0.2	101	0	-1.2	1	0	4	1	-2
CCOC(=O)c1ccc(-n2c(=S)sc3c(=O)[nH]c(C)nc32)cc1	-2	-0.1	72	2	3.1	0.71	-1	-15	1	0
COc1cc2c(C(=O)N3CCN(c4ccccc4)CC3)c(C)oc2cc1Br	-6	-0.3	97	-6	0.1	1.2	6	7	1.1	-2
Nc1cnn(C2CCCO2)c(=O)n1 (configuration not stated)	-4	-0.3	102	1	1.5	1.1	-1	3	1	8
CCOc1ccc(-c2nnn(CC#N)n2)cc1OC	-10	-0.5	108	-5	0.1	1.2	5	1	1.1	-4
